# S1P3 antagonist: S1P3 (human) receptor antagonism; CHO S1P3 NFAT-BLA reporter, FRET fluorescence, antagonist mode; inhibition, % at 4.98 µM; actives 0.27% (n = 170,000); AID 485;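 active means inhibition above the plate cutoff, the mean inhibition of test wells on that plate plus 3 SD, cut at about 28% in these data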;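 further: cells challenged with S1P at its EC80 of 0.8 µM; blue over green emission ratio from cleaved BLA substrate after 4 h stimulation; 0% = S1P-stimulated wells and 100% = unstimulated DMSO-only wells; some compounds past the cut are filed as inactive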
# STAT1 inh: STAT1 signaling inhibition | AID 920 | NIH 3T3 STAT1-luciferase reporter, IFN-gamma, luminescence | actives 0.35% (n = 200,000) | inhibition, % at 5.5 µM;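 active means inhibition above a set limit, the mean inhibition across all tested compounds plus 3 SD, cut at about 34% in these data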;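 further: 0% = IFN-gamma with DMSO and 100% = IFN-gamma with 300 µM nifuroxazide; values of inactives mirror those of a sister screen read the other way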
# ROMK mod: modulates human ROMK potassium channel activity; Tet-inducible ROMK, thallium flux fluorescence; actives lie on both sides; actives 2% (n = 130,000); B-score at 10 µM; P48048; AID 1918;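 active means signal ratio slope over the read window, or its plate-corrected B-score, at least 3 SD from the plate mean, either direction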;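 further: B-score of the F/F0 ratio slope over 7 to 12 s after thallium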
# Target sequence (P48048 whole entry, looked up): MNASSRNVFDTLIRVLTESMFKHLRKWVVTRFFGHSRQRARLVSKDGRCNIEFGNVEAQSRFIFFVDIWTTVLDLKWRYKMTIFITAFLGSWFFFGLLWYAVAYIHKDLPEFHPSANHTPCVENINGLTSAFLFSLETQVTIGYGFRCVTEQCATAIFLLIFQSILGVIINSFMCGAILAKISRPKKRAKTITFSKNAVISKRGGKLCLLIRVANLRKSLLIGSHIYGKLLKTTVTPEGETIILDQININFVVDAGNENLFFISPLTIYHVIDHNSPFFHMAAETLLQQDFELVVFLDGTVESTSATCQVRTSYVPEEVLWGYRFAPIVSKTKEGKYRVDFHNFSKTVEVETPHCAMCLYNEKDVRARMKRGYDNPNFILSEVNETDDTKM
# PPARg SRC-3 ag: promotes SRC-3 coactivator recruitment by human PPARgamma. actives 0.26% (n = 200,000). activation, % at 8 µM. biochemical PPARgamma/SRC-3 coactivator recruitment assay; in the data active means activation above about 23%;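 further: 0% = DMSO and 100% = reference agonist; some compounds past the cut are filed as inactive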
# Target sequence (P37231 whole entry, looked up): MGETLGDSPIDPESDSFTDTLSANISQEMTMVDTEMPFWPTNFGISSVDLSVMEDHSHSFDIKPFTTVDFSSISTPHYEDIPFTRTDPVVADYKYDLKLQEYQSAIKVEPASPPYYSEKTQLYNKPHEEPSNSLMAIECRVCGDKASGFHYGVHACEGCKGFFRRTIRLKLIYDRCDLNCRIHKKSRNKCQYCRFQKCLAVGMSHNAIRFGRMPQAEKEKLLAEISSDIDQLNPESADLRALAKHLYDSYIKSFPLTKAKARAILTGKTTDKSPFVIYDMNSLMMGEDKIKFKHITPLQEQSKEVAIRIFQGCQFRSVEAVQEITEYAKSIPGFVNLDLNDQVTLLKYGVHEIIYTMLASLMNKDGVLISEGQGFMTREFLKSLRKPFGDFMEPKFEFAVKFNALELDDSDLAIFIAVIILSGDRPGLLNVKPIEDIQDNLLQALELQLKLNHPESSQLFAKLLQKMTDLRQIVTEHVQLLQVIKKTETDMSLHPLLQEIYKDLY
# PPARg SRC1 recr: promotes SRC-1 coactivator recruitment by human PPARgamma; P37231; actives 0.41% (n = 200,000); PPARgamma-SRC-1 coactivator recruitment biochemical assay; activation, % at 8 µM; in the data active means activation above about 19%;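 further: 0% = DMSO and 100% = reference agonist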
# TLR4-MyD88 BLA: blocks binding of human TLR4 to MyD88; O00206+Q99836; HeLa CL3-4 TLR4/MyD88 BLA complementation, FRET ratio; inhibition, % at 8.4 µM; actives 0.18% (n = 200,000); AID 861; in the data active means inhibition above about 25%;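 further: 0% = vehicle and 100% = reference inhibitor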
# STAT3 inh: inhibitors of IL-6 induced STAT3 signaling; actives 0.89% (n = 190,000); AID 862; U3A cells, IL-6 STAT3-luciferase reporter, luminescence; host cell line lacks STAT1; inhibition, % at 5.5 µM;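 active means inhibition above the mean inhibition across all screened compounds plus 3 SD, cut at about 44% in these data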;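 further: 0% = DMSO only wells and 100% = 100 µM nifuroxazide control wells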
# PPARg SRC-2 ag: agonists of SRC-2 recruitment by human PPARgamma | P37231 | PPARgamma LBD-SRC-2 recruitment, biochemical | activation, % at 8 µM | actives 0.34% (n = 200,000); in the data active means activation above about 22%;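 further: 0% = vehicle and 100% = reference agonist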
# RAM inhibit: inhibitors of the yeast RAM network | S. cerevisiae dse1pr::URA3 reporter, 5-FOA growth OD615, 2 d; analog-sensitive cbk1-as2 kinase mutant strain | inhibition, % at 50 µM | actives 1.8% (n = 190,000);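 active means inhibition above a set limit, 3 SD over mean compound inhibition, cut at about 8.4% in these data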;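 further: 0% = DMSO-only wells with no growth and 100% = 10 µM 1-NA-PP1 full growth; inhibition rescues growth on 5-FOA so higher OD means more RAM inhibition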
# STAT3 act: activators of IL-6 induced STAT3 signaling; AID 871; activation (% of control), % at 5.6 µM; U3A cells, IL-6 STAT3-luciferase reporter, luminescence; 100% = signal with IL-6 EC80 alone; actives 0.91% (n = 190,000);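 active means activation above the screen-wide mean of compound activation plus 3 SD, cut at about 130% in these data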;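 further: 0% = background luminescence of wells with medium and substrate only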
#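 Material: human STAT1-deficient U3A cells with stable STAT3-luciferase reporter / Probe or stimulus: IL-6 stimulus at 33 ng/mL final / Schedule: 1 h compound pre-exposure, 6 h IL-6 stimulation, 37 °C / Technique: luminescence / Read-out basis: percent of IL-6-only median luminescence / Control set: IL-6-only high control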
# SRC2 TRFRET art: flags TR-FRET format artefacts in PPARgamma SRC-2 recruitment agonist screen | TR-FRET artefact counter-screen; hits give high values | TR-FRET ratio at 8 µM | actives 0.4% (n = 200,000) | AID 1049; in the data active means TR-FRET ratio above about 2000; further: inactives centre near 1500
# * marks the source's active call; other numbers are inactive results; x = no result given. Hits appear at their usual frequency (roughly 5.6% active in at least one column).
SMILES,S1P3 antagonist,STAT1 inh,ROMK mod,PPARg SRC-3 ag,PPARg SRC1 recr,TLR4-MyD88 BLA,STAT3 inh,PPARg SRC-2 ag,RAM inhibit,STAT3 act,SRC2 TRFRET art
COCCCNC(=O)c1cn(CC(C)C)c(=O)c2c1c1ccccc1n2C,x,-1,-0.74,1,7,3,-2,-1,-0.8,107,1625
Cc1ccc(O)c(CP(=O)(c2ccccc2)c2ccccc2)c1,-1,0,x,0,-5,15,-3,-6,-0.1,103,1319
CCC1(C)Cc2ccccc2-c2nc3n(c(=O)c21)CC(C(=O)O)S3 (stereo not drawn),-38,4,-0.47,-15,0,9,-14,-4,1.5,115,1265
C=CCOC(=O)C1=C(C)N=C2SCCC(=O)N2C1c1ccc(OC(=O)c2ccco2)cc1 (stereo not drawn),x,1,x,1,4,-1,0,3,3.7,106,1729
Cc1nc(SCC(=O)N2CC(=O)Nc3ccccc32)nc(C)c1C,-11,-1,0.2,1,5,15,2,3,-0.2,101,1648
O=C(COc1ccc(S(=O)(=O)NCc2ccccc2)cc1Cl)N1CCOCC1,-9,9,0.94,4,-4,0,9,3,0.8,95,1386
Cc1nc2c(C#N)c(C)[nH]n2c(=O)c1Cc1ccccc1,x,1,x,-4,-4,-6,-3,-3,0.5,102,1521
CC(=O)OC(C)CS(=O)(=O)c1ccccc1 (stereo not drawn),2,-1,0.75,-2,-2,-2,8,4,0.3,99,1443
CCOc1ccc2cc(C#N)c(SCC(=O)N3CCC(C)CC3)nc2c1,17,5,x,-10,0,11,0,-4,7.2,103,1525
O=c1c(Cc2ccccc2O)c(O)nc2n1CCCS2,-27,9,x,0,6,7,-4,4,0.3,103,1626
N#Cc1cc(O)c(-n2nnc3ccccc32)cc1C#N,-7,0,-0.095,0,-4,6,2,26*,3.7,99,1747
CCOC(=O)N1CCN(C(=O)c2ccc3c(=O)n(CCc4ccccc4)c(=S)[nH]c3c2)CC1,-26,5,-0.23,0,-3,-11,8,3,2.7,97,1468
CCN1C(=O)c2cccc3c(NC(=O)c4cccc(N5C(=O)CCC5=O)c4)ccc1c23,5,9,x,16,8,-4,25,16,9.3*,81,1690
CCC(=O)N1CCc2cc(Br)cc(S(=O)(=O)NCCN3CCCCC3C)c21 (stereo not drawn),x,-4,x,1,11,2,7,7,0.1,99,1795
Cc1ccc(C(=O)CSc2nc3ccccc3o2)cc1,x,1,x,9,-1,3,3,0,2.5,98,1425
CC1CCc2nc3ccccc3c(C(=O)OCC(=O)N(C)C3CCS(=O)(=O)C3)c2C1 (stereo not drawn),8,11,-1.5,2,6,11,5,3,2.4,100,1498
O=C(Cc1ccccc1)NCC(=O)OCC(=O)c1cccc([N+](=O)[O-])c1,-4,-3,x,3,0,-15,0,-5,0.7,105,1551
NC(=O)COC(=O)CN1C(=O)C2CCCCC2C1=O (stereo not drawn),-18,6,x,0,2,-3,-14,10,-0.1,108,1529
COc1ccc(/C(N)=N/OC(=O)CSc2ccccc2)cc1OC,x,-47,-0.39,-2,-1,-3,-17,-4,0.8,116,1502
Cc1nc(NC(=O)c2ccc3c(c2)OCO3)ccc1Br,-13,-62,0.053,0,-1,9,14,0,2.6,94,1380
CCOc1ccccc1C1NC(=O)NC(C)=C1C(=O)OC1CCCCC1 (stereo not drawn),-26,2,x,-1,1,0,16,5,2.4,91,1574
COc1ccc(C)cc1S(=O)(=O)N(C)CC(=O)N1CCCCC1,x,-1,x,5,7,-1,0,12,1.9,101,1516
CCOCCCNC(=O)/C(C#N)=C/c1cc(OC)c(O)c([N+](=O)[O-])c1,0,-7,3*,-3,6,-12,-1,8,0.8,106,1780
Cc1cc(NC(=O)CSc2nnc(C)n2-c2ccccc2)no1,-4,3,0.93,-3,4,2,3,11,2.8,102,1698
COc1ccc(Cl)cc1NC(=O)C(C)N(C)Cc1ccc(C(F)(F)F)cc1 (stereo not drawn),2,1,x,4,-6,2,-8,-5,0.8,103,1478
CCCCSc1nc(O)cc(=O)n1CC,-17,2,x,-4,3,13,8,0,0.2,97,1577
COc1ccc(-c2nc[nH]c2[N+](=O)[O-])cc1,-12,-5,0.0017,2,6,7,6,2,5.1,99,1574
CCOC(=O)C1=C(C)N(CCCC(=O)NCc2ccc3c(c2)OCO3)C(=O)NC1c1ccc(Br)cc1 (stereo not drawn),-5,2,-0.33,-4,-1,1,-5,-1,3.1,102,1420
CCCNC(=O)c1ccc2nc(-c3ccccc3)c(-c3ccccc3)nc2c1,x,-10,x,-6,0,-11,10,-5,4.1,97,1425
CSc1cccc(NC(=O)C2CCCN2S(=O)(=O)c2ccc(Br)s2)c1 (stereo not drawn),x,0,-3.1*,-3,10,-11,11,8,5.4,95,1470
N#Cc1nc(-c2ccc(OCc3ccc(Cl)cc3)cc2)oc1N1CCOCC1,-54,-7,0.25,5,4,-12,4,-7,0.9,101,1731
COc1ccc(/C=C/C(=O)O)cc1COc1ccccc1C,12,2,x,6,0,0,7,9,0.8,95,1499
O=C(CSc1nccc(=O)[nH]1)N1N=C2/C(=C/c3ccco3)CCCC2C1c1ccco1 (stereo not drawn),-24,14,0.32,-1,-2,16,0,-2,0.2,101,1456
COc1ccc(-c2cc(C(=O)N/N=C/c3ccc4c(c3)OCO4)c3ccccc3n2)c(OC)c1,x,-6,x,7,6,-6,-3,11,1.0,112,1637
Cc1cc(NC(=O)Cn2cnc3sc(C)c(-c4ccccc4)c3c2=O)no1,8,-1,-1.1,7,9,2,-2,9,5.3,105,1600
Cc1nc2cc(NC(=O)N3c4ccccc4CC3C)ccc2n1C (stereo not drawn),-7,-35,0.41,-4,2,3,35,6,1.2,73,1658
C/C(=N\NC(=O)c1cccnc1)c1cc2ccccc2o1,-7,-17,1.1,-4,0,-9,11,-1,0.4,97,1370
CN1CCN(c2ccc(NC(=O)c3sc4ccccc4c3Cl)cc2)CC1,-19,-16,1.8,-2,4,-4,33,6,-1.8,77,1604
COc1ccc(-n2c(=O)c3ccccc3n(CC(=O)OCc3ccccc3)c2=O)cc1OC,-5,17,-0.027,2,3,-2,15,-9,6.7,89,1387
O=C(c1ccccc1)c1cnc(Nc2ccccc2Cl)s1,x,-69,x,9,6,-3,-6,10,2.8,106,1644
COC(=O)c1cc(C)sc1NC(=O)C1C2C=CC(CC2)C1C(=O)O (stereo not drawn),-31,2,0.38,1,2,-9,-5,10,0.0,102,1715
CCn1c(=O)cc(OCC(=O)Nc2cccc(C)n2)c2ccccc21,x,1,-0.17,-8,-2,9,28,6,1.0,81,1437
O=C(N/N=C/c1cn(-c2ccccc2)nc1-c1ccccc1)c1ccco1,x,-5,x,1,5,-12,17,3,5.6,91,1618
CCCCCOC(=O)Cc1c(O)c2ccccc2[nH]c1=O,-36,-4,x,1,11,7,7,5,3.1,98,1740
COc1ccc(C(=O)C2CCCN(C(=O)/C=C/c3ccccn3)C2)c(C)c1 (stereo not drawn),-8,6,1,6,14,-2,5,1,4.9,100,1442
CC(NC(=O)COC(=O)c1ccc(Cl)cc1O)c1ccc(F)cc1 (stereo not drawn),5,-4,-0.078,5,10,-1,1,7,3.6,103,1790
CC(c1ccccc1)N1CCn2c(nc3cc(NC(=O)c4cccs4)ccc32)C1 (stereo not drawn),x,-7,x,4,5,0,15,1,0.0,91,1663
CN1CCN(CC(=O)N(Cc2c(C#N)c3ccccc3n2C)c2ccccc2)CC1,-18,-1,0.5,2,7,-12,0,8,0.2,103,1646

# Part of the list above, reformatted.
SMILES	S1P3 antagonist	STAT1 inh	ROMK mod	PPARg SRC-3 ag	PPARg SRC1 recr	TLR4-MyD88 BLA	STAT3 inh	PPARg SRC-2 ag	RAM inhibit	STAT3 act	SRC2 TRFRET art
CC(c1ccccc1)N1CCn2c(nc3cc(NC(=O)c4cccs4)ccc32)C1 (stereo not drawn)	x	-7	x	4	5	0	15	1	0.0	91	1663
CN1CCN(CC(=O)N(Cc2c(C#N)c3ccccc3n2C)c2ccccc2)CC1	-18	-1	0.5	2	7	-12	0	8	0.2	103	1646

# New compounds follow.
SMILES,S1P3 antagonist,STAT1 inh,ROMK mod,PPARg SRC-3 ag,PPARg SRC1 recr,TLR4-MyD88 BLA,STAT3 inh,PPARg SRC-2 ag,RAM inhibit,STAT3 act,SRC2 TRFRET art
O=C(O)c1c2c(nc3ccccc13)/C(=C/c1ccc(O)cc1)CCC2,-19,-3,-1.6,-2,11,-11,-14,6,2.8,112,1785
Cc1ccc(CC2C(=O)N(c3nc(C)cc(C)n3)C(=O)C2C)cc1 (stereo not drawn),-5,-5,0.037,1,5,-10,6,8,5.2,98,1735
CCC(=O)N(Cc1ccco1)c1nc(-c2cc(OC)ccc2OC)cs1,12,4,x,-1,0,7,0,-4,8.2,103,1533
CCOC(=O)C1CCCN(S(=O)(=O)c2ccc(S(N)(=O)=O)cc2)C1 (stereo not drawn),4,5,x,2,3,-2,12,-1,1.1,93,1478
Cc1cc(-c2ccccc2)nc(SCC(=O)N2CCCC2)n1,1,10,0.44,3,1,2,6,6,1.6,102,1241
CSCCCNC(=S)Nc1cccc(S(=O)(=O)NC2=NCCC2)c1,-4,0,0.71,-1,2,6,-3,-4,1.4,104,1619
CN1C(=S)SC(N(O)C(=O)Nc2ccccc2)C1(C)C (stereo not drawn),x,4,-0.094,-2,-2,-6,2,2,0.3,101,1499
Cc1ccc(-n2c(=O)[nH]c3c(C(N)=O)nc(CC(C)C)nc32)cc1,0,0,x,7,10,-7,4,5,3.1,99,1576
Cc1oc(C(=O)O)cc1CSc1nnc(-c2ccccc2)n1C,10,1,-1.2,2,-1,9,0,3,3.7,102,1627
CC1CCCCN1C(C(=O)O)c1ccccc1 (stereo not drawn),-7,3,0.04,5,8,0,15,16,1.0,92,1565
Cn1c(=S)[nH]c2c(c1=O)C(C)(C)Cc1ccccc1-2,-26,1,1.9,25*,40*,4,14,45*,3.4,93,2681*
O=S(=O)([O-])C/C(=C\c1ccc(Cl)cc1)c1cc[n+](CCO)cc1,-13,-21,0.88,-1,0,11,4,7,0.9,100,1629
CCc1ccccc1NC(=S)N(CCCN(C)C)Cc1cc2cc3c(cc2[nH]c1=O)OCO3,-4,-1,-0.016,4,8,-8,0,-2,0.5,102,1511
Cc1cnc(-c2nnc(N(C)C(=O)C3CCOC3)s2)cn1 (stereo not drawn),-16,4,x,3,5,-16,6,5,0.1,97,1369
Fc1ccc2nc(Nc3nc4cc5c(cc4s3)OCO5)sc2c1,-14,-13,0.27,-8,-6,-12,-3,4,9.2*,103,1428

# Three compounds already listed, ordered by the number in RAM inhibit, rising.
canonical_smiles	RAM inhibit
O=S(=O)([O-])C/C(=C\c1ccc(Cl)cc1)c1cc[n+](CCO)cc1	0.9
CC1CCCCN1C(C(=O)O)c1ccccc1 (stereo not drawn)	1.0
Cn1c(=S)[nH]c2c(c1=O)C(C)(C)Cc1ccccc1-2	3.4

# Bioassay records: PubChem BioAssay, several laboratories
